# All columns: NCI-60 one-dose screen, growth in % after 48 h at 10 µM unless noted; 100 = growth as untreated, 0 = no growth, -100 = all killed.
# MDA-MB-468 – MDA-MB-468 breast cancer; 8.5% of 78,000 active
# HS 578T – HS 578T breast cancer; 4.1% of 78,000 active
# LOX IMVI – LOX IMVI melanoma; 7.4% of 79,000 active; AID 1794757
# MCF7 – MCF7 breast cancer; 6.3% of 82,000 active; AID 1794796
# MDA-MB-231 – MDA-MB-231 breast cancer. AID 1794789. 5% of 81,000 active
# T-47D – T-47D breast cancer. AID 1794792. 5% of 79,000 active
# MALME-3M – MALME-3M melanoma | AID 1794766 | 5.8% of 78,000 active
# BT-549 – BT-549 breast cancer; 4.4% of 78,000 active; AID 1794793
# The depositor's hits bear a star; nt = not tested or not shown. How the source made its calls: active means growth percent below 10; inactive means the rest.
# The opening 17 records as a preview:
SMILES,MDA-MB-468,HS 578T,LOX IMVI,MCF7,MDA-MB-231,T-47D,MALME-3M,BT-549
CC/C=C\C/C=C/C=C1\CC(CCO)=CC1=O,92.6,90.5,88.6,92.8,100.2,90.9,114.1,104.3
CCCCCC/C=C\C(=O)O,110.6,115.6,98.3,107.4,119.3,115.2,103.5,89.4
CC(C)c1nc2ccccc2n1CC(=O)N/N=C/c1ccc(O)cc1,95.5,83.5,113.2,94.5,106.0,82.4,114.0,84.9
Cc1nc(NC(=O)COc2cccc(/C=C3\COc4ccccc4C3=O)c2)sc1C,nt,-33.7*,-94.3*,-58.7*,1.0*,53.2,-68.1*,-68.5*
c1ccc(NCCNc2ccccc2)cc1,nt,nt,nt,82.8,81.2,88.0,100.7,104.4
CCc1n(Cc2ccc3ccccc3c2)c2ccccc2[n+]1Cc1ccc2ccccc2c1,6.0*,82.7,63.7,49.6,60.3,25.4,54.1,58.7
NS(=O)(=O)c1ccc(NC(=S)NC(=O)c2ccccc2)cc1,99.2,95.4,104.4,90.8,87.4,92.4,91.0,94.1
COc1ccc(N=Cc2c(-c3ccc(S(C)(=O)=O)cc3)nc3ccccn23)cc1,110.4,108.7,82.4,103.6,95.1,97.8,98.7,72.6
COc1ccc(-n2cc(-c3ccc(OC)c(OC)c3)n(C(C)=O)c2=O)cc1,nt,110.7,108.3,101.9,93.0,80.4,114.7,98.7
CCCCCCCCCCCC1=NC(C)(C)CN1CCO,15.0,59.3,6.6*,30.3,53.7,65.2,88.9,80.6
Cn1c(-c2ccccc2)c(C(C[N+](=O)[O-])c2cccs2)c2ccccc21 (stereo unspecified),64.6,95.6,84.8,87.6,77.5,64.0,89.7,88.7
CCCCOC(=O)C(N)Cc1ccc(O)cc1 (stereo unspecified),103.0,106.3,105.1,95.1,117.7,96.4,107.6,104.5
CC(=O)Nc1c(Cl)c2c(c(Cl)c1Br)-c1ccc(Cl)cc1C2,102.6,88.0,75.7,82.3,73.7,88.8,nt,109.4
O=C1[C@@H](OS(=O)(=O)C2CCC2)[C@H](c2ccc(F)cn2)N1c1cc2c3ccccc3ccc2c2ccccc12,99.3,90.2,88.5,84.4,79.0,84.4,121.8,104.7
CCOC(=O)c1cc(C(N)=O)n2c1ccc1c3ccccc3ccc12,106.1,125.6,108.9,92.8,116.8,104.1,103.1,134.0
O=C1c2cc(Cl)ccc2Oc2cc([N+](=O)[O-])ccc2N1c1ccc(Br)cc1F,86.4,48.9,90.4,83.2,88.7,87.0,101.8,nt
Cc1ccc(Cl)cc1NC(=S)N(C)C,88.2,96.6,97.6,82.9,102.3,103.0,93.3,114.1

# The listing, previewed entries included:
SMILES,MDA-MB-468,HS 578T,LOX IMVI,MCF7,MDA-MB-231,T-47D,MALME-3M,BT-549
CC/C=C\C/C=C/C=C1\CC(CCO)=CC1=O,92.6,90.5,88.6,92.8,100.2,90.9,114.1,104.3
CCCCCC/C=C\C(=O)O,110.6,115.6,98.3,107.4,119.3,115.2,103.5,89.4
CC(C)c1nc2ccccc2n1CC(=O)N/N=C/c1ccc(O)cc1,95.5,83.5,113.2,94.5,106.0,82.4,114.0,84.9
Cc1nc(NC(=O)COc2cccc(/C=C3\COc4ccccc4C3=O)c2)sc1C,nt,-33.7*,-94.3*,-58.7*,1.0*,53.2,-68.1*,-68.5*
c1ccc(NCCNc2ccccc2)cc1,nt,nt,nt,82.8,81.2,88.0,100.7,104.4
CCc1n(Cc2ccc3ccccc3c2)c2ccccc2[n+]1Cc1ccc2ccccc2c1,6.0*,82.7,63.7,49.6,60.3,25.4,54.1,58.7
NS(=O)(=O)c1ccc(NC(=S)NC(=O)c2ccccc2)cc1,99.2,95.4,104.4,90.8,87.4,92.4,91.0,94.1
COc1ccc(N=Cc2c(-c3ccc(S(C)(=O)=O)cc3)nc3ccccn23)cc1,110.4,108.7,82.4,103.6,95.1,97.8,98.7,72.6
COc1ccc(-n2cc(-c3ccc(OC)c(OC)c3)n(C(C)=O)c2=O)cc1,nt,110.7,108.3,101.9,93.0,80.4,114.7,98.7
CCCCCCCCCCCC1=NC(C)(C)CN1CCO,15.0,59.3,6.6*,30.3,53.7,65.2,88.9,80.6
Cn1c(-c2ccccc2)c(C(C[N+](=O)[O-])c2cccs2)c2ccccc21 (stereo unspecified),64.6,95.6,84.8,87.6,77.5,64.0,89.7,88.7
CCCCOC(=O)C(N)Cc1ccc(O)cc1 (stereo unspecified),103.0,106.3,105.1,95.1,117.7,96.4,107.6,104.5
CC(=O)Nc1c(Cl)c2c(c(Cl)c1Br)-c1ccc(Cl)cc1C2,102.6,88.0,75.7,82.3,73.7,88.8,nt,109.4
O=C1[C@@H](OS(=O)(=O)C2CCC2)[C@H](c2ccc(F)cn2)N1c1cc2c3ccccc3ccc2c2ccccc12,99.3,90.2,88.5,84.4,79.0,84.4,121.8,104.7
CCOC(=O)c1cc(C(N)=O)n2c1ccc1c3ccccc3ccc12,106.1,125.6,108.9,92.8,116.8,104.1,103.1,134.0
O=C1c2cc(Cl)ccc2Oc2cc([N+](=O)[O-])ccc2N1c1ccc(Br)cc1F,86.4,48.9,90.4,83.2,88.7,87.0,101.8,nt
Cc1ccc(Cl)cc1NC(=S)N(C)C,88.2,96.6,97.6,82.9,102.3,103.0,93.3,114.1
O=C1CCC(C(=O)NNCCO)N1 (stereo unspecified),113.4,102.3,98.3,94.2,117.2,104.7,104.9,111.2
Cc1ccc(N=Nc2c(N)nc(N)[nH]c2=O)cc1C,84.5,108.4,96.0,94.4,116.8,96.0,89.9,98.5
O=C1Nc2ccccc2/C1=C/c1ccc(CO)n1-c1ccc(Cl)cc1,27.8,59.0,43.5,24.1,58.1,62.9,27.6,55.3
Cc1c(-c2ccccc2)n(O)c(-c2ccc(N(C)C)cc2)[n+]1[O-],109.2,112.4,99.3,84.8,100.3,86.1,109.9,122.2
C[C@H]1CC[C@H]2C3=C1C(=O)O[C@@]3(O)[C@@]1(C)CC(=O)C[C@H]1C[C@@H]2C,106.0,85.4,100.2,92.0,113.3,99.2,105.5,117.3
CCCS(=O)(=O)Nc1ccc(OCc2nnc(-c3ccccc3)o2)c(F)c1,86.8,94.7,98.8,94.7,88.3,85.2,119.6,100.6
Cc1cccc(C)c1NC(=O)CSC(=S)N1CCOCC1,113.5,101.8,94.4,93.6,110.3,94.1,98.9,102.5
Cc1ccc(Nc2n[nH]c(=S)s2)cc1F,90.5,100.4,95.4,82.9,94.9,94.5,95.3,108.5

# Next part.
SMILES,MDA-MB-468,HS 578T,LOX IMVI,MCF7,MDA-MB-231,T-47D,MALME-3M,BT-549
Oc1ccc2c(c1)CCC2,112.8,104.6,102.3,82.9,106.0,98.1,115.0,nt
CN(C)C(=O)c1cccc(NC(=O)NCc2cccc(N3C(N)=NC(N)=NC3(C)C)c2)c1,69.6,106.5,81.8,91.8,93.1,112.6,91.0,109.0
Cc1ccccc1NC(=O)N/C(N)=N/c1nc(-c2cccc([N+](=O)[O-])c2)cs1,6.3*,11.2,-10.5*,22.4,50.4,35.7,33.0,51.0
COc1ccc(-n2c(N)c(C(=O)NCCN3CCOCC3)c3nc4ccccc4nc32)cc1OC,nt,82.8,31.0,41.3,71.8,79.1,77.2,60.8
Cc1cc[n+](CCCCCCCCCC[n+]2ccc(C)cc2)cc1,6.8*,102.1,91.4,93.6,105.2,nt,113.3,101.0
NC(=S)c1ncn(C2OC(CO)C(O)C2O)c1N (stereo unspecified),107.8,104.5,104.9,117.1,113.5,98.5,87.8,92.8
N#C/C(=C\c1ccc(-c2ccccc2)cc1)c1ccccc1,48.8,95.2,95.9,33.6,75.7,59.2,74.1,104.3
CCOc1ccc(NC(=O)c2ccoc2COc2ccccc2)cc1,113.3,104.9,nt,95.9,98.7,107.8,100.1,109.3
COc1ccc2oc(=O)cc(C3C(C#N)=C(N)Oc4c3ccc3ccccc43)c2c1 (stereo unspecified),91.2,104.8,88.8,81.3,83.4,86.9,108.6,98.6
C=C(C)[C@@H]1CC[C@]2(C(=O)O)CC[C@]3(C)[C@H](CC[C@@H]4[C@@]5(C)C[C@@H](CC#Cc6cc(OC)c(OC)c(OC)c6)[C@H](O)C(C)(C)[C@@H]5CC[C@]43C)[C@@H]12,50.7,66.7,44.4,25.4,64.6,44.4,89.2,58.5
Cc1ccc(C2=NN(c3ccc(S(=O)(=O)NC(=O)NCc4ccccc4)cc3)C(c3ccccc3Cl)C2)c(C)c1 (stereo unspecified),74.5,nt,72.0,46.2,91.0,52.7,60.8,76.0
OC(c1ccccc1)c1cnccc1NC1CCCCC1 (stereo unspecified),67.8,91.4,91.8,91.1,88.5,81.8,83.0,99.2
[O-][n+]1ccnc2ccccc21,108.7,114.2,96.2,84.5,102.6,89.6,100.0,93.5
COc1cc2cc3c(nc2cc1OC)CCN3Cc1ccc(NC(=O)Nc2ccc(Cl)c(C(F)(F)F)c2)cc1,58.9,74.2,77.1,53.9,82.1,48.1,90.7,107.9
C/C(=N/NC(N)=S)c1sc(Nc2ccc(F)cc2)nc1C,60.7,96.1,88.2,99.1,80.8,63.3,82.7,84.5
ClC(c1ccccc1)(c1ccccc1)C(Cl)(c1ccccc1)c1ccccc1,87.9,113.1,52.6,102.0,90.1,75.9,94.3,107.5
CC(C)N(CCNc1nc(C(Cl)(Cl)Cl)nc2cc(Cl)ccc12)C(C)C,-50.0*,12.0,-80.2*,-85.6*,-66.4*,5.1*,-28.0*,21.3
CCOc1ccccc1NCN1C(=O)c2ccccc2C1=O,118.7,105.8,113.2,97.0,125.8,114.9,96.7,133.6
O=C(Nc1cccc(-n2cc(-c3ccncc3)c(-c3cc(O)cc(Cl)c3)n2)c1)Nc1ccc(Cl)c(Cl)c1,-1.9*,-6.4*,-84.7*,2.7*,-38.1*,-5.5*,-35.1*,0.5*
O=C(NC1CCN(Cc2ccccc2)CC1)c1cc(C(=O)NC2CCN(Cc3ccccc3)CC2)cc(C(=O)NC2CCN(Cc3ccccc3)CC2)c1,84.9,79.6,-69.6*,57.3,90.3,72.5,77.9,70.5
CCOC(=O)C(Cc1c[nH]c2ccccc12)NC(=O)C(Cc1ccccc1)NC(=O)C(Cc1cnc[nH]1)NC(=O)OCc1ccccc1 (stereo unspecified),99.7,93.9,104.5,108.6,107.4,104.2,144.8,119.1
O=C(Nn1cc(-c2ccc3ccccc3c2)sc1=NCc1ccccc1)c1cc2ccc1CCc1ccc(cc1)CC2,67.7,78.2,60.8,65.0,89.4,53.7,99.8,82.9
CC(C)=Cc1cc(-c2cc(C=C(C)C)[nH]n2)n[nH]1,108.3,88.4,102.3,98.3,nt,nt,92.3,100.2
NC(=O)c1c(NC(=O)c2cccs2)sc2c1CCC(=O)C2,65.2,35.1,30.3,45.1,26.1,8.2*,67.0,8.2*
COc1cnc2c(c1)C(=O)c1c-2n(CCCCl)c(=O)c2ccncc12,34.1,84.3,33.8,17.9,81.4,28.9,103.3,56.8

# The list goes on; the last 2 above are carried over.
SMILES,MDA-MB-468,HS 578T,LOX IMVI,MCF7,MDA-MB-231,T-47D,MALME-3M,BT-549
NC(=O)c1c(NC(=O)c2cccs2)sc2c1CCC(=O)C2,65.2,35.1,30.3,45.1,26.1,8.2*,67.0,8.2*
COc1cnc2c(c1)C(=O)c1c-2n(CCCCl)c(=O)c2ccncc12,34.1,84.3,33.8,17.9,81.4,28.9,103.3,56.8
COC(=O)[C@H]1CCCN1C(=O)C1CCCN1C(=O)[C@H](Cc1ccccc1)NC(=S)Nc1cc(C(F)(F)F)cc(C(F)(F)F)c1 (stereo partly specified),58.5,87.3,73.5,72.2,66.1,77.3,70.3,88.6
c1ccc(N2N=C(c3cccc(Nc4ccncc4)c3)CC2c2ccc3c(c2)OCO3)cc1 (stereo unspecified),15.1,23.8,-22.1*,2.0*,37.7,48.5,-22.6*,80.0
Cc1cccc(Nc2nc(N)nc(N)c2N=O)c1C,94.6,100.5,112.6,92.2,94.9,89.8,98.5,93.9
CCC(=O)c1ccc(OC)c(OC)c1O,89.1,112.7,96.2,93.1,112.7,89.6,111.0,nt
Cc1nn(-c2ccccc2)c(N2CCOCC2)c1-c1nc2ccc(C(=O)NN=Cc3ccc(O)cc3)cc2[nH]1,120.4,nt,98.8,113.4,101.3,106.7,98.3,103.6
CNC(=O)c1ccc(Cl)c(S(=O)(=O)NC)c1,108.5,111.2,109.0,101.6,110.1,103.8,163.2,110.0
COc1cccc(-c2nnc(N)o2)c1,90.3,100.6,94.7,101.5,124.4,97.7,105.6,87.4
